BL2 CD40 inh – inhibitors of CD40-induced NF-kB signaling, primary screen, BL2 cells, luciferase reporter, single point. CD40L-induced, 4 h. inhibition, % at 10 µM. 0.94% of 83,000 active. AID 1053188, 2014;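 active means mean inhibition of at least 50% with a set share of replicates also reaching that level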;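 further: 0% = neutral control wells and 100% = IKK inhibitor VII at 50 µM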
Numbers without * were called inactive; [ ] = another dose, or the depositor's remark.

molecule	BL2 CD40 inh
COc1ccc(S(=O)(=O)N(C)C[C@@H]2Oc3ccc(NC(=O)CCN4CCOCC4)cc3CC(=O)N([C@@H](C)CO)C[C@H]2C)cc1	-6[25 µM]
CCCC(=O)N1CCC1(C)C(=O)NS(=O)(=O)c1ccc(F)cc1F (configuration not stated)	2
C[C@H]1CN([C@@H](C)CO)C(=O)c2c(c3ccccc3n2C)-c2ccccc2CO[C@@H]1CN(C)S(=O)(=O)c1ccc(Cl)cc1	6
c1cn2cc(CSC3CCCCC3)nc2s1	-38
CNC(=O)c1cccc(NC(=O)c2cc(-c3ccccc3)nc3c2cnn3C(C)C)c1	15
Cc1ccc(S(=O)(=O)N2CCN(C(=O)COC(=O)CSc3ccc(C)c(C)c3)CC2)c(C)c1	-6
O=C1c2ccccc2C(=O)C1c1ccc2ccccc2n1	52*
O=C(O)c1ccc(C(=O)c2cc([N+](=O)[O-])cc([N+](=O)[O-])c2)cc1	6
CS(=O)(=O)N1CCC(Oc2ccccc2C(=O)NC(C2CC2)C2CC2)CC1	-28
O=C(C[C@@H]1C[C@H]2c3cc(NC(=O)Nc4ccccc4)ccc3O[C@H]2[C@H](CO)O1)NCCN1CCCCC1	-19[25 µM]
O=C(Cn1c2ccccc2c2nc3n(c(=O)c21)CCS3)Nc1ccccc1	-7
COCC(=O)N1CC[C@@H]2[C@H]1c1cc(-c3cccc(C#N)c3)ccc1N[C@@H]2CO	-25[25 µM]
N#Cc1c(N2CCCC2)nsc1-c1ccccc1	-76
O=C(COC(=O)/C=C/c1cccc([N+](=O)[O-])c1)Nc1cccnc1Cl	6
O=C(NCc1ccccc1)[C@@H]1N[C@@H]2c3cccc(=O)n3C[C@@H]2[C@H]1CO	7[25 µM]
COC(=O)c1cccc(NC(=O)Cc2coc3cc(OC)ccc23)c1	7
O=C(C1CC1)N1C[C@@H]2[C@H](c3ccccc31)[C@@H](CO)N2S(=O)(=O)c1ccccc1	3
COCC(=O)Nc1ccc2c(c1)OC[C@@H](C)N(C)C[C@H](C)[C@@H](OC)CN(C)C2=O	-1[25 µM]
O=S(=O)(CCN1CCN(c2ccccc2O)CC1)c1cc(Cl)ccc1Cl	8
O=C(O)Cc1ccc(S(=O)(=O)N2CCCC2)s1	-6
Cc1n[nH]c(C)c1S(=O)(=O)N(C)Cc1ccco1	14
CCOC(=O)N1CCN(C(=O)CCCn2nnnc2CN2CCC(C)CC2)CC1	10
CC1CCCN(C(=O)c2ccc3ncsc3c2)C1 (configuration not stated)	3
COc1cccc(CNC(=O)CSc2nc3c(oc4ccccc43)c(=O)n2CC2CCCO2)c1 (configuration not stated)	12
O=C(Nc1ccc2c(c1)OCO2)c1noc2c1CCCC2	-63
COc1ccc(CN(C)C[C@H]2OCc3cnnn3CCCC(=O)N([C@@H](C)CO)C[C@H]2C)cc1	-3[25 µM]
CN(C(=O)CC1C(=O)NCCN1Cc1ccc2ccccc2c1)C1CCOCC1 (configuration not stated)	6
CCOc1ccc(-n2ccnc2)nn1	8
N=C1C(=O)NC(=O)C1c1ccccc1 (configuration not stated)	2
CCn1nc(C)c(/C=N/NC(=O)c2nc3nc(C)cc(C)n3n2)c1C	17
CC(C)CN1C(=O)C(=O)N(CC(=O)N2CCN(c3ccccc3)CC2)C1=O	15
CCN1[C@@H]2c3ccc(-c4cccnc4)c(=O)n3C[C@H]1[C@H](CO)[C@H]2C(=O)NCc1ccccc1	4[25 µM]
O=C(Nc1ccncc1)c1cc(S(=O)(=O)N2CCCCC2)ccc1Cl	11
O=C(NCCCN1CCCC1=O)c1ccc(OCc2ccccc2)cc1	-4
CS(=O)(=O)N1C[C@@H](O)COC[C@H]2O[C@@H](CC(=O)NCc3ccccc3)CC[C@@H]21	1[25 µM]
CN(Cc1ccccc1)C(=O)CN1C(=O)NC2(CCCCCCC2)C1=O	-2
O=C(c1nc2ccccn2c1CNCCCn1ncc2ccccc21)N1CCCC1	2
O=C1CCC(=O)N[C@@H](c2ccc(F)cc2)C/C=C\C[C@H](c2ccc(F)cc2)N1	0[25 µM]
COc1cccc(C=Nc2cccc3c(=O)[nH][nH]c(=O)c23)c1O	-29
Cc1ccc(O)c(C(=O)c2cnc3c(c2)c(=O)n(C)c(=O)n3C)c1	7
COc1ccccc1NS(=O)(=O)c1ccc(NC(=O)c2ccncc2)cc1	14
CCNC(=O)COC(=O)c1sccc1C	12
COc1cccc(-c2ccc3c(c2)[C@@H]2[C@@H](CCN2S(=O)(=O)C2=NC(C)C=N2)[C@@H](CO)N3C)c1 (some centres not stated)	-28[25 µM]
O=C(NCCCn1ccnc1)C1CCN(S(=O)(=O)c2cc([N+](=O)[O-])ccc2Cl)CC1	10
C[C@H](CO)N1C[C@H](C)[C@H](CN(C)C(=O)Nc2cccc(Cl)c2Cl)OCc2ccccc2-c2c(n(C)c3ccccc23)C1=O	65*[25 µM]
COCC(=O)N1[C@H](C#N)[C@H](c2ccccc2-c2ccccc2F)[C@@H]1CO	-12[25 µM]
Cc1cc(C)c(NC(=O)CNC(=O)c2ccccc2SCC(=O)N2CCCC2)c(C)c1	1
CN(CCOC(=O)c1ccc2c(c1)OCO2)C(C)(C)C	-4
O=C(Nc1ncc2c(n1)-c1ccccc1CC2)c1cccs1	-30
O=C(c1ccccc1)c1ccc(-n2cnnc2)c([N+](=O)[O-])c1	11
CC(=O)NC(CCS(C)(=O)=O)C(=O)Nc1ccccc1C (configuration not stated)	6
CN(CC(=O)Nc1ccc(Cl)cc1)C(=O)c1ccc(S(=O)(=O)Nc2ccccc2)cc1	-10
COc1cc(C(=O)Nc2ccc(C(=O)c3ccncc3)cc2)cc(OC)c1OC	-2
Cc1ccc(N2C(=O)N(CC(=O)NC(c3ccccc3)c3ccccc3)C(=O)C2C)cc1 (configuration not stated)	-11
CCOC(=O)c1[nH]c(C)c(C(=O)N2CCN(C(=O)OCC)CC2)c1CC	8
COc1ccc(-n2ncc3c2CC(C)(C)CC3NC(=O)C2CCN(C(C)=O)CC2)cc1 (configuration not stated)	-27
O=C(c1ccc2[nH]c(=O)c(=O)[nH]c2c1)N1CCc2ccccc2C1	8
CC1(C)SC(C)(C)N(C=O)C1C(=O)O (configuration not stated)	1
CC(C)(O)C#Cc1ccc([C@H]2[C@@H](CO)N3CCCCN(Cc4ccccc4F)C[C@@H]23)cc1	-2[25 µM]
CCCC(=O)Nc1ccc2c(c1)OC[C@H](C)N(S(=O)(=O)c1cn(C)cn1)C[C@H](C)[C@@H](OC)CN(C)C2=O	-9[25 µM]

Four compounds out of the list, ordered by molar mass, high to low.
molecule	BL2 CD40 inh
CC(C)(O)C#Cc1ccc([C@H]2[C@@H](CO)N3CCCCN(Cc4ccccc4F)C[C@@H]23)cc1	-2[25 µM]
CCOC(=O)c1[nH]c(C)c(C(=O)N2CCN(C(=O)OCC)CC2)c1CC	8
O=C(Nc1ncc2c(n1)-c1ccccc1CC2)c1cccs1	-30
O=C(c1ccccc1)c1ccc(-n2cnnc2)c([N+](=O)[O-])c1	11

(listing goes on)
molecule	BL2 CD40 inh
Cc1ccc(C(=O)CSc2nnnn2-c2ccccc2)o1	-29
CCOc1ccc(NC(=O)CN(C)C(=O)c2cc(S(=O)(=O)N3CCCCCC3)ccc2OC)cc1OCC	-4
CN(C)C(=O)C[C@@H]1CC[C@H]2[C@@H](COc3ccc(NC(=O)C4CCCCC4)cc3C(=O)N2C)O1	0[25 µM]
O=C(c1ccc(NS(=O)(=O)c2ccc(F)cc2)cc1)N1CCCCC1	6
CO[C@H]1CC[C@@H]2CCN(C)C(=O)CC3(CCCCC3)CN(C)C(=O)c3cc(C#N)ccc3OC[C@@H]1O2	8[25 µM]
O=C(O)C[C@H]1C=C[C@@H](NC(=O)Nc2cc(F)ccc2F)[C@H](CO)O1	2[25 µM]
O=C(CO/N=C/c1ccccc1O)N1CCc2ccccc21	-10
CCOC(=O)c1c(/N=C/N(C)C)sc2c1CCC2	-1
Cc1cc(Cl)ccc1NC(=O)CCN1C(=O)NC(C)(C)C1=O	4
Cc1cc(C)c(S(=O)(=O)N2CCN(C(=O)c3cc4ccccc4o3)CC2)c(C)c1	-6
CCC(=O)N1[C@H](C(=O)Nc2nccs2)[C@@H](CO)[C@@H]2Cn3c(ccc(/C=C/c4ccccc4)c3=O)[C@@H]21	-10[25 µM]
COc1ccc(S(=O)(=O)N2CCC(C(=O)N[C@@H](C)C(=O)NC3CCCC3)CC2)cc1	3

The last four compounds of the section above come first, to join the parts.
molecule	BL2 CD40 inh
Cc1cc(Cl)ccc1NC(=O)CCN1C(=O)NC(C)(C)C1=O	4
Cc1cc(C)c(S(=O)(=O)N2CCN(C(=O)c3cc4ccccc4o3)CC2)c(C)c1	-6
CCC(=O)N1[C@H](C(=O)Nc2nccs2)[C@@H](CO)[C@@H]2Cn3c(ccc(/C=C/c4ccccc4)c3=O)[C@@H]21	-10[25 µM]
COc1ccc(S(=O)(=O)N2CCC(C(=O)N[C@@H](C)C(=O)NC3CCCC3)CC2)cc1	3
COc1cccc(NC(=O)N2CC3(C2)[C@H](c2ccccc2)[C@H](CO)N3C(C)=O)c1	-1[25 µM]
O=C(C[C@H]1C[C@H]2c3cc(NS(=O)(=O)c4ccc(F)cc4)ccc3O[C@H]2[C@@H](CO)O1)NCCN1CCCCC1	-10[25 µM]
CCc1ccccc1NC(=O)CNC(=O)c1ccccc1OCc1c(C)noc1C	17
Cc1ccccc1OCCC(=O)OCC(=O)NCCNC(=O)COC(=O)CCOc1ccccc1C	10
COc1ccc(C(=O)OCC(=O)c2c(N)n(C)c(=O)n(C)c2=O)cc1OC	3
C[C@@H]1CN([C@H](C)CO)C(=O)CCCn2nncc2CO[C@@H]1CN(C)S(=O)(=O)c1ccccc1C#N	7[25 µM]
O=C(COC(=O)c1ccccn1)NCCCc1ccccc1	1
O=C(CCn1c(=O)[nH]c2ccsc2c1=O)N1CCN(c2cccc(Cl)c2)CC1	9
CC(=O)c1ccc(NC(=O)CCCCCn2nnc3ccccc3c2=O)cc1	0
O=C(c1cccc(F)c1)N1C[C@H]2[C@@H](c3ccccc31)[C@@H](CO)N2C(=O)Cc1ccccc1	0[25 µM]
O=C(CNC(=O)c1cccs1)NCCc1ccco1	3
O=C(c1cccc(S(=O)(=O)N2CCOCC2)c1)N(Cc1ccc(F)cc1)Cc1ccco1	20
Cc1ccc(S(=O)(=O)N2CCC(C(=O)OCC(=O)NCCc3ccccc3)CC2)cc1C	-4
O=C(COC(=O)COc1ccc(Br)cc1)NCC1CCCO1 (configuration not stated)	15
O=C1c2cccnc2C(=O)N1Cc1ccc(S(=O)(=O)N2CCOc3ccccc32)cc1	18
CCCNC(=O)N1CC2(C1)CN(C(=O)CN1CCOCC1)[C@@H](CO)c1[nH]c3cc(OC)ccc3c12	-9[25 µM]
O=C(CSc1ccccc1)Nc1ccc(Cl)c(S(=O)(=O)N2CCOCC2)c1	-1
COc1ccc(OC)c(S(=O)(=O)Nc2ccc3c(c2)N(C(C)=O)CCC3)c1	7
O=S(=O)(Nc1ccc(-c2ccc3nncn3n2)cc1)c1ccccc1Cl	0
Cc1cc(NC(=O)COc2cccc(Oc3ccccc3)c2)no1	19
CC(=O)c1nc(-c2ccccc2)sc1C	-15
C[C@H](CO)N1C[C@H](C)[C@H](CN(C)C(=O)c2cc(-c3ccccc3)on2)OCc2cnnn2CCCC1=O	3[25 µM]
Clc1ccc(-c2nc(CSc3ccccn3)cs2)cc1	-66
O=C1NCCCC1C(=O)N1CCN(C(=O)c2ccco2)CC1 (configuration not stated)	-4
COc1ccc2[nH]c(CN3CCN(CC(C)C)C(CCO)C3)c(C)c2c1 (configuration not stated)	-6
O=C(C1CCN(S(=O)(=O)c2cccc3nonc23)CC1)N1CCCCC1	-5
CC(=O)Nc1ccc(S(=O)(=O)CC(=O)CS(=O)(=O)c2ccc(NC(C)=O)cc2)cc1	5
COc1ccc(C(C)=O)cc1CN1C(=O)NC2(CCCC2)C1=O	2
O=C(O)CNC(=O)/C=C/c1ccc(Cl)cc1Cl	1
CN(CCNC(=O)C1CC(=O)N(c2ccc(F)c(Cl)c2)C1)Cc1ccccc1 (configuration not stated)	11
C[C@@H]1CNC(=O)[C@H](Cc2ccc(C(F)(F)F)cc2)CCn2nncc2COC1	6[25 µM]
COc1ccc(C2=NOC(C(=O)Nc3cccnc3)C2)cc1OC (configuration not stated)	5
CO[C@H]1CN(C)C(=O)c2cc(NC(=O)Nc3cc(F)ccc3F)ccc2OC[C@@H](C)NC[C@@H]1C	0[25 µM]
CC(Sc1nc(N)cc(=O)[nH]1)C(=O)N1CCOCC1 (configuration not stated)	6
c1ccc(Oc2cc(-n3cccn3)ncn2)cc1	-54
N#CC1(Nc2ccc3c4c(cccc24)CC3)CCCCC1	13
CCOc1ccc(NC(=O)N(CCN(C)C)C(C)c2cccnc2)cc1 (configuration not stated)	-1
CCc1ccc(NC(=O)CCn2nc(C)c(S(=O)(=O)N3CCCCC3)c2C)cc1	15
CCCNc1sc(S(=O)(=O)CCC)nc1S(=O)(=O)c1ccc(C)cc1	0
COc1cccc(CNCC(=O)NC(=O)NC2CCCC2)c1	2
CO[C@H]1CN(C)C(=O)c2cc(NC(C)=O)ccc2OC[C@@H](C)N(C(=O)Cc2ccccn2)C[C@@H]1C	-6[25 µM]
CCN(CC)C(=O)C(c1ccccc1)S(=O)(=O)N1CCOCC1 (configuration not stated)	5
O=C(NCCS(=O)(=O)c1ccc(Br)cc1)c1ccccc1	4
Nc1nc(Cl)nc2c1ncn2[C@H]1C[C@H](O)[C@@H](CO)O1	-26
COc1cc(NS(=O)(=O)c2ccc(NC(=O)c3cccs3)cc2)nc(OC)n1	10
COc1ccc2occ(C(C)=O)c2c1	12
Cc1ccc(-c2nnc(-c3cccc4ccccc34)o2)cc1	-64

Source: PubChem BioAssay

These rows are one share of the data, so the mix of outcomes need not match the whole.
